# Assay outcomes (PubChem BioAssay)
# TGFb SMAD3 inh: qHTS for Inhibitors of TGF-b; AID 588855, 2011; hit rate 1.2% among 410,000; Potency, µM (highest dose often 46.1 µM), without a hit: top-dose activity, negative = inhibition, usual class: inhibitors; HepG2 CAGA-GFP TGF-b/SMAD3 reporter, GFP fluorescence, 18 h; TGF-beta stimulated, 500 pg/mL final; note: potency is the fitted concentration of half-maximal effect; % is set by controls: 0 for no effect and ±100 for the full control effect; nearly all actives have a fitted effect of over 65% in size
#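 GFP signal (ex488/em500-530) from TGF-beta-stimulated HEPG2 CAGA-GFP cells, 500 pg/mL final, 18 h at 37 degrees C in DMEM plus 1% FBS, normalized to unstimulated and DMSO-stimulated controls.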
# Akt phos inh: HTS Assay for Inhibitors of Akt Phophorylation: Primary Screen; Neuro2A IGF-stimulated pAkt S473 HTRF, 20 min; hits give low values; hit rate 0.32% among 360,000; AID 651550, 2012; activity change, % for hits at 50 µM; in the data active = activity change below about -80%; inconclusive = mostly about -51% to -80%; note: % is set by controls: 0 for no effect and ±100 for the full control effect
#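 Neuro2A cells (4,500/well, DMEM with 0.5% FBS) were treated with compound at a single 50 µM final concentration, stimulated with 6 nM IGF for 20 min at 37 °C, and lysed. Phospho-Akt Ser473 was read by HTRF as 665/615 ratio ×10^4.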
# A549 tox: Nrf2 qHTS screen for inhibitors: counterscreen for cytotoxicity. AID 504648, 2011. hit rate 0.16% among 390,000. A549 ARE-Fluc cells, CellTiter-Fluor viability, 18-24 h. Potency, µM (doses to about 46 µM), without a hit: at the highest dose activity change, negative = cytotoxicity, hits mostly inhibitors; note: potency is the fitted concentration of half-maximal effect; % is set by controls: 0 for no effect and ±100 for the full control effect
#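 Cytotoxicity counterscreen: CellTiter-Fluor fluorescence was measured in A549 ARE_Fluc cells after 18-24 h of compound exposure in a concentration series. The subsequent BugLite luminescent read reports ARE-luciferase activity.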
# Nrf2 block: Nrf2 qHTS screen for inhibitors; A549 ARE-Fluc reporter, luciferase luminescence, 18-24 h; Potency, µM (titrated, usually from 46 µM), for the others: at the highest dose activity change, negative = inhibition, hits mostly inhibitors; hit rate 2.1% among 360,000; note: potency is the fitted concentration of half-maximal effect; % is set by controls: 0 for no effect and ±100 for the full control effect; nearly all actives have a fitted effect of over 60% in size
#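 Two sequential reads on A549 ARE_Fluc cells exposed to compound for 18-24 h: a CellTiter-Fluor fluorescence read for viability, then a luciferase luminescence read for Nrf2/ARE activity.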
# S2 tox: Viability Counterscreen for Primary qHTS for Inhibitors of ATXN expression. Potency, µM (highest dose often 56.7 µM), most hits filed as cytotoxic. AID 651635, 2014. hit rate 0.49% among 400,000. S2 cells (HEK-293 line with an ATXN2-luciferase reporter) viability, CellTiter-Fluor protease fluorescence, 24 h; note: potency is the fitted concentration of half-maximal effect; nearly all actives have a fitted effect of over 40% in size
# CCT chaperon mod: High-Throughput Screening for Modulators of Cytosolic Chaperonin Activity. purified chaperonin ATPase assay, HTRF ADP detection, 30 min. activity change, % (test concentration not listed), hits read low. hit rate 0.3% among 360,000. AID 651819, 2012; in the data active = activity change below about -30%; note: % is set by controls: 0 for no effect and ±100 for the full control effect
#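 We incubate TRiC, 40 or 20 nM final, with library compounds at 76 uM and 10 uM ATP for 30 min at 37 °C. ADP formed is detected with Transcreener HTRF reagents after 30 min at room temperature.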
# Nrf2 ARE act: qHTS of Nrf2 Activators | AREc32 ARE-luciferase reporter (MCF7-derived line), luminescence, 24 h | Potency, µM (doses to about 46.1 µM), without a hit: top-dose activation, hits mostly activators | hit rate 0.31% among 410,000; note: potency is the fitted concentration of half-maximal effect; % of control where 0% means no effect; nearly all actives have a fitted effect of over 65% in size
#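 Quantitative high-throughput format: AREc32 reporter cells, 1000 per well, received compound by pin transfer and were incubated 24 hr at 37 deg C, 5% CO2, before Steady-Glo luminescence detection.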
# HepG2 tox: qHTS for Inhibitors of TGF-b: Cytotox Counterscreen; HepG2 CAGA-GFP viability, ATP luminescence, 18 h; Potency, µM (highest dose often 46.1 µM), for the others: top-dose activity change, negative = cytotoxicity, hits mostly cytotoxic; hit rate 0.76% among 410,000; AID 588856, 2011; note: potency is the fitted concentration of half-maximal effect; some results filed as inactive show a strong effect at the top dose
#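 HepG2 CAGA-GFP cells (1000/well, DMEM with 1% FBS) received compound, then TGF-beta at 500 pg/mL final, and were incubated 18 hours at 37 degrees C. Viability was read by CellTiter-Glo luminescence. Media-only wells were set as complete cell-killing and DMSO as no toxicity.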
# MmCpn inh: Inhibitors of TCP-1 ring complex (TRiC) of Methanococcus maripaludis (MmCpn): qHTS. purified Mm-Cpn ATPase, ADP Transcreener TR-FRET. AID 504842, 2011. Chaperonin Mm-Cpn (Methanococcus maripaludis). Potency, µM (series often up to 76.9 µM), for the others: at the top dose activity, negative = inhibition, hits mostly inhibitors. hit rate 0.031% among 330,000; note: potency is the fitted concentration of half-maximal effect; % is set by controls: 0 for no effect and ±100 for the full control effect; nearly all actives have a fitted effect of over 80% in size
#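 Reaction buffer contained 30 mM Tris pH 7.4, 100 mM KCl, 5 mM MgCl2 and 1 mM DTT. Mm-CPN (25 nM final) hydrolysed 10 uM ATP over 30 min at 37°C; ADP was read by HTRF.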
# * hit, by the source's call; i = inactive; u = inconclusive; x = not tested or not shown; & = joins results of further samples; [ ] = dose if it differs, or a comment. Unless noted, calls come from the whole dose curve; as a rule, active = well fitted curve in the direction sought with a large enough effect; inconclusive = small, poorly fitted or top-dose-only effect, or another doubt; inactive = no such curve, though single readings can be large; an effect the other way counts as inactive or inconclusive.
# Results follow in this order: TGFb SMAD3 inh	Akt phos inh	A549 tox	Nrf2 block	S2 tox	CCT chaperon mod	Nrf2 ARE act	HepG2 tox	MmCpn inh
- COc1ccccc1CNC(=O)c1cccc(S(=O)(=O)N2CCN(c3ccc(F)cc3)CC2)c1
→ u	i	-5.2%	u	i	-0.1	2.1%	-21.1%	-2.4%
- O=C(NNC(=O)c1ccccc1Br)c1ccc(SCC2CCCO2)c([N+](=O)[O-])c1 (stereo unspecified)
→ 5.5%	i	u	u	i	-1.5	-1.0%	-4.8%	-9.0%
- CC(=O)c1cc(CN2C(=O)c3ccccc3C2=O)cs1
→ 8.1%	i	4.2%	7.1%	u	0.3	-0.9%	13.7%	1.7%
- COc1ccc(-n2c(CNc3ccc(C)cc3)nnc2SCc2ccccc2)cc1
→ u	i	4.9%	-7.5%	i	-1.2	3.0%	-47.8%	0.0%
- Cc1ccc(-n2c(N)c(C(N)=O)sc2=S)cc1
→ u	i	-0.9%	-12.2%	i	-0.3	0.8%	-14.0%	-0.4%
- COc1cccc(N2CCN(C(=O)c3cnc4c(C)cccn4c3=O)CC2)c1
→ -1.7%	x	-9.0%	x	i	x	1.5%	-10.9%	x
- CCNc1nc2nc3ccc(C)cn3c(=O)c2cc1C(=O)NCC1CCCO1 (stereo unspecified)
→ -1.1%	i	u	2.2%	x	-1.1	2.7%	-92.1%	-3.0%
- COc1ccc(C(=O)NCc2nnc(SCC(=O)NCc3ccco3)o2)cc1OC
→ -2.1%	i	8.5%	-1.3%	i	-1.2	-0.1%	-2.2%	0.3%
- CC1CCN(C(=O)CCC(=O)Nc2nnc(C(F)(F)F)s2)CC1
→ 20.4%	i	-13.1%	u	x	0.9	-0.1%	-16.9%	1.9%
- CC(=O)c1ccc(Nc2nc(-c3cccnc3)cs2)cc1
→ 2.8%	i	0.0%	u	i	-0.4	8.5%	-4.1%	-1.3%
- Cc1ccc(S(=O)(=O)Nc2cc(C(F)(F)F)ccc2N2CCOCC2)cc1
→ 6.0%	i	16.9%	6.0%	i	-1.2	4.2%	1.6%	1.9%
- COc1ccc(CNCCC(c2ccccc2)c2ccc3c(c2)OCO3)cc1 (stereo unspecified)
→ 22.4µM*	x	2.6%&-61.6%	u	22.4µM*	-3.6	-4.1%&5.6%	-98.0%&-107.4%	1.1%
- CCCCOCCCNC(=O)N[C@@H](CC(C)C)C(=O)O
→ -1.5%	i	-5.2%	-10.7%	i	1.1	-0.2%	0.2%	0.6%
- CCOC(=O)CC(=O)CSc1nc(C)cc(C)c1C#N
→ 3.2%	i	-3.9%	7.9%	i	-0.4	0.2%	0.7%	1.2%
- Cn1nnnc1SCC(=O)Nc1nn(-c2ccccc2)nc1C(N)=O
→ -9.3%	i	1.2%	10.0%	i	0.1	4.3%	1.0%	-5.4%
- O=C(Nc1ccc2nc(-c3ccc(Br)o3)[nH]c2c1)c1cccs1
→ 4.5%	i	u	18.4µM*	u	-3.0	6.7%	-39.1%	-1.0%
- COc1cccc(CN2CCCN(S(=O)(=O)c3ccc(Br)cc3)CC2)c1
→ -8.4%	i	6.5%	7.3%	i	2.0	2.2%	-30.2%	-1.6%
- O=C(OCc1ccccc1)N(CCF)c1cn(Cc2ccccc2)c(=O)n(Cc2ccccc2)c1=O
→ -8.8%	i	-8.5%	u	i	-1.6	0.2%	-0.4%	x
- Cc1c(-n2c(SC(C)C(=O)NC(N)=O)nc3ccccc3c2=O)c(=O)n(-c2ccccc2)n1C (stereo unspecified)
→ -7.6%	i	0.4%	4.1%	i	-1.6	0.2%	-21.3%	-3.0%
- COc1ccc(/C=C/C(=O)OCC(=O)Nc2cccc(C(C)=O)c2)cc1
→ 0.0%	i	-11.1%	-2.9%	u	0.4	0.3%	5.3%	-2.7%
- CCn1c(CSc2nc3ccccc3s2)nnc1SCC(=O)NCC(=O)OC
→ 1.6%	i	-2.5%	19.4%	i	-1.5	0.1%	-0.5%	-0.8%
- CCN(CC)S(=O)(=O)c1ccc(NN)nc1
→ 1.5%	i	4.7%	-9.5%	i	0.7	0.3%	-4.0%	-0.9%
- CCN(CC)C(=O)C1CCCN(Cc2ccc(OC)c(C)c2C)C1 (stereo unspecified)
→ -7.3%	i	11.5%	15.1%	i	-0.6	0.4%	-13.7%	-0.2%
- Cc1cc(C)c(S(=O)(=O)c2ccccc2)c(OC(=O)c2c(Cl)cc(Cl)cc2Cl)n1
→ -27.5%	i	u	16.4µM*	u	-1.0	3.2%	1.9%	-0.9%
- CCOC(=O)N1CCC(N2C(=O)c3cc(C(=O)NC4CCCCC4)ccc3C2O)CC1 (stereo unspecified)
→ 18.3%	i	-3.3%	1.1%	i	-1.1	0.1%	20.2%	-2.7%
- CNCc1ccccc1OCc1ccccc1F
→ 1.3%	i	2.5%	5.7%	i	1.4	-0.4%	-2.5%	-5.7%
- CN(Cc1nc(-c2ccncc2)no1)S(=O)(=O)c1ccc(Br)cc1
→ 0.3%	i	-11.2%	u	i	-6.0	-0.8%	-5.8%	3.8%
- Cc1cccc(NC(=O)c2sc3ncnc(N(C)C4CCCCC4)c3c2C)c1C
→ 28.3%	x	-0.5%	x	i	x	0.5%	6.1%	x
- Cc1ccc(S(=O)(=O)CCC(=O)N2CCN(c3nc4c(C)c(Cl)ccc4s3)CC2)cc1
→ u	x	-9.1%	x	i	x	-0.6%	-13.3%	x
- Cc1ccc(-n2ncc3c(=O)n(CC(=O)NCC4CCCO4)cnc32)cc1 (stereo unspecified)
→ 3.7%	i	-9.7%	23.1%	i	-5.2	-0.9%	0.1%	1.4%
- C#CCn1c(O)c(N=NC(=O)CNC(=O)c2cccnc2)c2ccccc21
→ 5.6%	i	-2.8%	2.2%	u	-2.1	3.7%	-8.8%	-4.1%
- O=C(Nc1nc(-c2ccc(-c3ccccc3)cc2)cs1)c1cnccn1
→ -9.0%	i	0.3%	-0.2%	i	-2.0	0.2%	-16.1%	-0.4%
- Cc1cccc(CC2CC(=O)N(C3CCCCC3)C2=O)c1 (stereo unspecified)
→ -5.5%	i	19.8%	0.7%	i	4.7	0.1%	-26.5%	-0.6%
- C/C(CC1CC(COCCC(C)C)OC1=O)=N\NC(N)=S (stereo unspecified)
→ u	i	-12.7%	11.3%	u	-0.1	-0.6%	-10.3%	0.0%
- C/C(Cn1nnc2ccccc21)=N/OC(=O)c1c(F)cccc1F
→ 6.3%	i	1.9%	3.6%	i	-0.9	-0.5%	1.3%	-1.2%
- O=C(NCCc1ccccc1)c1ccc2nc(CCc3ccccc3)oc2c1
→ -20.9%	x	-8.3%	x	i	x	7.4%	-3.0%	x
- CCc1nc2c(OCC(=O)C(C)(C)C)cccn2c1N(C)C(=O)c1ccccc1F
→ 22.5%	i	x	x	i	-0.5	0.4%[9.22 µM]	-3.9%	x
- CC1CCCC(NC(=O)c2cccc(S(=O)(=O)NCc3ccccc3)c2)C1C (stereo unspecified)
→ u	i	-7.9%	3.4%	i	-3.2	0.5%	-28.6%	0.0%
- O=[N+]([O-])c1ccc(NCCNS(=O)(=O)c2ccccc2)cc1
→ 2.9%	i	-8.0%	-9.5%	u	-1.2	0.6%	-2.1%	-2.6%
- Cc1sc2ncn(CC(=O)Nc3ccc(F)cc3Cl)c(=O)c2c1S(=O)(=O)N1CCN(c2ncccn2)CC1
→ -21.5%	x	-5.6%	-1.1%	i	x	-0.8%	-5.4%	x
- COc1ccc(S(=O)(=O)Nc2ccc(S(=O)(=O)N3CCCC3)cc2)cc1
→ -2.1%	i	0.0%	-7.8%	i	-3.2	-0.1%	-6.3%	-4.1%
- Cc1ccc(S(=O)(=O)CC(=O)N2CC(C)OC(C)C2)cc1 (stereo unspecified)
→ 2.0%	i	5.2%	7.9%	i	-0.9	-0.7%	-9.0%	1.9%
- NC(=O)NC(CC(=O)NCCc1ccc(S(N)(=O)=O)cc1)c1ccc(Cl)cc1 (stereo unspecified)
→ 5.2%	i	-2.0%	2.7%	i	-1.1	-0.5%	7.7%	2.8%
- CC(c1ccccc1)C1OCC(C[N+]2(C)CCCCC2)O1 (stereo unspecified)
→ 22.7%	i	-0.2%	u	i	0.7	-0.5%	9.0%	0.6%
- CC(C)(C)C1CCc2nc(NC(=O)COc3ccccc3[N+](=O)[O-])sc2C1 (stereo unspecified)
→ -0.5%	x	0.7%	14.9%	i	x	-0.4%	-34.8%	x
- O=[N+]([O-])c1ccccc1-c1cc(-c2ccccc2O)n[nH]1
→ u	i	u	9.2%	i	-1.0	28.8%	-16.2%	2.3%
- O=c1cc(-c2ccccc2)nc2nc(COc3ccccc3)[nH]n12
→ -0.1%	i	-6.0%	x	i	0.4	0.0%	-9.0%	-0.1%
- C=CCN1C(=O)C(CC(=O)Nc2ccccc2F)S/C1=N\c1nccs1 (stereo unspecified)
→ -3.2%	i	-6.9%	2.8%	i	-1.5	-0.4%	-1.5%	-0.5%
- O=C(NCc1ccccc1)c1n[nH]nc1-c1ccccc1O
→ -5.3%	i	1.7%	20.7%	i	1.2	1.3%	-20.0%	1.7%
- O=C(COC(=O)c1nc(Cl)ccc1Cl)c1ccc[nH]1
→ 3.5%	i	-6.1%	4.0%	i	1.6	0.2%	4.6%	-1.8%
- COc1ccc(C(=O)N2CCCC(Nc3ccc(F)c(F)c3)C2)c(OC)n1 (stereo unspecified)
→ u	i	-1.8%	19.9%	i	0.1	-0.6%	5.1%	-3.1%
- Cn1c(=O)c(C(=O)NNC(=O)c2ccccc2Cl)c(O)c2ccccc21
→ -18.9%	i	2.1%	19.5%	i	-1.0	6.6%	-13.2%	-0.6%
- O=C(Nc1nnc(S(=O)(=O)N2CCOCC2)s1)c1ccccc1Br
→ 0.9%	i	-1.6%	6.4%	i	0.0	0.1%	-0.4%	-0.3%
